Screening results: PubChem, Broad Institute
PAX8 inh HTS – inhibitors of PAX8-driven TPO luciferase reporter, primary screen, RMG-I cells, single concentration. hit rate 1.2% among 360,000. SteadyGlo, 24 h. inhibition, % at 12.6 µM;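 active = mean replicate inhibition at least 60% with every replicate also reaching 60%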;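 note: luciferase light reporting Pax8 driven TPO promoter activity; plate controls were median of neutral control wells for no effect and mitoxantrone controls for full effect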
PGC1a acetyl inh – inhibitors of PGC1a acetylation signal, primary screen, cell-based, U2OS, AlphaScreen, inhibitor mode; AlphaScreen anti-acetyl-lysine; with virally co-expressed GCN5 acetyltransferase; inhibition, % at 15.6 µM; hit rate 0.17% among 350,000; AID 651687, 2012;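 active = every replicate shows inhibition of at least 40%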;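 note: 0% = neutral control wells and 100% = positive control wells; some results beyond the cut were filed as inactive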
ERAP1 HTS inh – human ERAP1 aminopeptidase inhibitors, primary screen, biochemical, single point, plate reader. Endoplasmic reticulum aminopeptidase 1 (Homo sapiens), Q9NZ08. recombinant ERAP1, Leu-AMC fluorescence, 60 min. inhibition, % at 10.7 µM. hit rate 0.15% among 340,000. AID 652197, 2013;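 active = mean replicate inhibition of at least 30%, or all replicates individually reaching that 30% level; inactive = mean below 30% and not every replicate reaching it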;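 note: 0% = neutral control wells and 100% = L-leucinethiol positive control wells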
Target sequence (Q9NZ08 whole entry, looked up): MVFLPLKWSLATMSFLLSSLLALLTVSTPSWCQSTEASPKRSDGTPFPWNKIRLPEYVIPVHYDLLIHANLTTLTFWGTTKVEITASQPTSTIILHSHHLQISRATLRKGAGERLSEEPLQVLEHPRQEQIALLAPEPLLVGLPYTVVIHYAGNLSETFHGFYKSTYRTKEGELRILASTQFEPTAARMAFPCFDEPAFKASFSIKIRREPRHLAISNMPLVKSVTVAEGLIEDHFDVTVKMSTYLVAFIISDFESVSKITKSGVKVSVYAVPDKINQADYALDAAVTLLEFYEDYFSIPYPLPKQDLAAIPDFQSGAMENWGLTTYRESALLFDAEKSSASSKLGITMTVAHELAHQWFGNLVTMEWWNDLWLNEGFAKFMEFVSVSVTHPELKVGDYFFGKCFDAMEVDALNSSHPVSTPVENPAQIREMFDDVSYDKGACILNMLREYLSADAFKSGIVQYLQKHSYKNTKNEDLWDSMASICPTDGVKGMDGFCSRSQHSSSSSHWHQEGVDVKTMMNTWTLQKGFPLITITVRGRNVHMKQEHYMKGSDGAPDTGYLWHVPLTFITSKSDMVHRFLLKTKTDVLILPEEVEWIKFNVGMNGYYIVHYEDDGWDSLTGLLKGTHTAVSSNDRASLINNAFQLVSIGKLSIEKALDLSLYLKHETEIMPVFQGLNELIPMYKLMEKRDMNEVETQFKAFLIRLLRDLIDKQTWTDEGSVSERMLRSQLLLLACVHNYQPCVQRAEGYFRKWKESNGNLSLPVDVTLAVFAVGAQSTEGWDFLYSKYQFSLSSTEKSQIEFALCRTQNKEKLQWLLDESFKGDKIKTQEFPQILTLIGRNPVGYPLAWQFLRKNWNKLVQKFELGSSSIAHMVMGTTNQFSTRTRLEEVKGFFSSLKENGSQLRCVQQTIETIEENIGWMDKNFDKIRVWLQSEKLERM
S100A4 MyoIIA – inhibitors of S100A4-myosin IIA peptide binding, primary screen, biochemical, fluorescence polarization, TAMRA-MyoIIA peptide; Protein S100-A4 (Homo sapiens), P26447; inhibition, % at 10.7 µM; hit rate 0.14% among 360,000; AID 652163, 2013;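 active = mean inhibition of at least 70% across replicates, with every replicate also reaching that level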
Target sequence (P26447 whole entry, looked up): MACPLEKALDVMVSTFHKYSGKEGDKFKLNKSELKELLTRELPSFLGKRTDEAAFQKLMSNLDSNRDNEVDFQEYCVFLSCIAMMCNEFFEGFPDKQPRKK
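Test system: S100A4 monomer protein; Medium: HEPES pH 7.2 with CaCl2, KCl, NaCl, DTT, Triton; Probe or stimulus: TAMRA-labelled myosin IIA heavy-chain peptide probe, 5 nM; Doses: one dose per compound; Times: polarization read 5 min after assay mix addition, stable 5–60 min; Benchmarks: neutral control DMSO, positive control TFP.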
LGR2 antag – inhibitors of bursicon-induced LGR2 CRE-luciferase signal, primary screen, cell-based, HEK293, CRE-luciferase reporter, bursicon stimulation; AID 720647, 2013; hit rate 0.35% among 380,000; Drosophila bursicon receptor LGR2 (rickets); inhibition, % at 9.99 µM; bursicon-stimulated, 4 h;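 active = drop in luminescence signal, shown as inhibition above about 50% in the replicate tests, limit read from the data, passing the limit was not always enough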;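 note: agonist challenge used bursicon conditioned medium at about half maximal strength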
PglD inh – C. jejuni PglD acetyltransferase inhibitors, primary screen, biochemical, DTNB colorimetric, single point. UDP-N-acetylbacillosamine N-acetyltransferase PglD (Campylobacter jejuni). inhibition, % at 12.5 µM. AID 602405, 2012. purified PglD enzyme, DTNB colorimetric CoA detection. hit rate 0.098% among 360,000; in the data active = inhibition above about 16%, passing the limit was not always enough; note: strong numbers were not always called active
EWS-Fli inh – EWS/Fli-driven NR0B1 reporter inhibitors, primary screen, A673 cells, NR0B1 luciferase, luminescence, MLPCN library; viability-normalised; inhibition, % at 12.6 µM; hit rate 0.67% among 350,000; AID 651661, 2012;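 active = mean inhibition of at least 50% after viability correction, with every replicate also passing that limit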;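 note: firefly luciferase signal divided by Alamar Blue viability fluorescence both relative to DMSO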
FN deposition inh – inhibitors of fibronectin matrix deposition, primary screen, AH1F cells, Alexa488-fibronectin fluorescence, plate reader. AH1F fibroblasts, overnight. inhibition, % at 12.6 µM. hit rate 0.086% among 350,000;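 active = mean inhibition across replicates of 30% or more, regardless of how many single replicates reach that level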;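 note: positive control wells lacked labelled fibronectin entirely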
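Material: AH1F fibroblast monolayer depositing Alexa488-labelled fibronectin into matrix / Amount: 10000 AH1F cells per well / Signal: fluorescence 485/525 nm / Medium: DMEM, 2% serum / Compound: single dose, pinned / Incubation: 1 h cell adhesion before compound, then overnight fibronectin incubation / Reagent: Alexa488-FN, 24 nM final / Read-out: inhibition of fibronectin deposition signal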
* = called active by the depositor; x = no result given.

item	SMILES	PAX8 inh HTS	PGC1a acetyl inh	ERAP1 HTS inh	S100A4 MyoIIA
1	CC(C)CC#Cc1ccc2c(c1)O[C@H](CN(C)C(=O)NC1CCCC1)[C@H](C)CN([C@@H](C)CO)S2(=O)=O	x	7	2	-6
2	COCC(=O)Nc1ccc2c(c1)[C@@H]1C[C@@H](CC(=O)N(C)C)O[C@@H](CO)[C@@H]1O2	-6	-2	-2	6
3	CC(NC(=O)/C(=C\c1ccco1)NC(=O)c1ccccc1Br)C(=O)O (stereo unspecified)	18	x	0	1
4	CCc1cc2c(=O)c(-c3nc4ccccc4n3C)c(CCCC(=O)O)oc2cc1OC(=O)C(C)(C)C	-3	21	2	1
5	Cc1noc(C)c1NC(=O)N(C)C[C@H]1Oc2ccc(NC(=O)c3ccncc3)cc2CC(=O)N([C@H](C)CO)C[C@@H]1C	-13	4	-2	2
6	CC(NC(=O)Cn1cnnn1)c1cccc(C(F)(F)F)c1 (stereo unspecified)	-12	x	-4	46
7	COc1ccc([N+](=O)[O-])cc1N(CC(=O)NC(C(C)C)C(C)C)S(C)(=O)=O	-2	1	0	4
8	CN1C(=O)[C@H]2[C@@H](/C=C/c3ccccc3)N3C(=O)CN(Cc4ccccc4)C(=O)[C@@]3(C)[C@H]2C1=O	6	-8	-3	-2

item	LGR2 antag	PglD inh	EWS-Fli inh	FN deposition inh
1	7	1	11	10
2	6	0	3	-4
3	14	x	-12	8
4	-13	1	-2	13
5	-1	-4	2	-7
6	5	-1	5	-9
7	-15	x	-6	-8
8	x	-5	-3	8

Random excerpt: 5 records from the list
item	SMILES	PAX8 inh HTS	PGC1a acetyl inh	ERAP1 HTS inh	S100A4 MyoIIA
3	CC(NC(=O)/C(=C\c1ccco1)NC(=O)c1ccccc1Br)C(=O)O (stereo unspecified)	18	x	0	1
1	CC(C)CC#Cc1ccc2c(c1)O[C@H](CN(C)C(=O)NC1CCCC1)[C@H](C)CN([C@@H](C)CO)S2(=O)=O	x	7	2	-6
4	CCc1cc2c(=O)c(-c3nc4ccccc4n3C)c(CCCC(=O)O)oc2cc1OC(=O)C(C)(C)C	-3	21	2	1
2	COCC(=O)Nc1ccc2c(c1)[C@@H]1C[C@@H](CC(=O)N(C)C)O[C@@H](CO)[C@@H]1O2	-6	-2	-2	6
6	CC(NC(=O)Cn1cnnn1)c1cccc(C(F)(F)F)c1 (stereo unspecified)	-12	x	-4	46

item	LGR2 antag	PglD inh	EWS-Fli inh	FN deposition inh
3	14	x	-12	8
1	7	1	11	10
4	-13	1	-2	13
2	6	0	3	-4
6	5	-1	5	-9

The listing continues:
item	SMILES	PAX8 inh HTS	PGC1a acetyl inh	ERAP1 HTS inh	S100A4 MyoIIA
9	COC(=O)[C@]12C[C@H](CC(=O)N3CCCCC3)C(=O)N(Cc3ccccc3)C1=C[C@H](C1CCCC1)O[C@@H]2C	5	x	5	2
10	CCC1(C)Cc2c(sc3[nH]c(=S)[nH]c(=S)c23)CO1 (stereo unspecified)	6	x	-3	-10
11	C[C@H](CO)N1C[C@H](C)[C@@H](CN(C)C(=O)C2CC2)Oc2cc(Br)ccc2S1(=O)=O	-6	-15	4	9
12	COc1ccccc1C(=O)NN(C)C1=NS(=O)(=O)c2ccccc21	6	x	-3	-3
13	CC(=O)CCC(=O)NCCc1ccccc1F	x	x	1	0
14	Cc1cc2nc(NC(=O)C3(C)CCCN(C(C)C)C3)[nH]c2cc1C (stereo unspecified)	-1	-1	1	-14
15	CNC[C@H]1Oc2ccc(NS(=O)(=O)c3ccc(OC)cc3)cc2CC(=O)N([C@@H](C)CO)C[C@H]1C	-9	-10	-1	51
16	C/C(=N/O)c1ccc(Oc2cnccn2)cc1	4	x	4	-3

item	LGR2 antag	PglD inh	EWS-Fli inh	FN deposition inh
9	6	x	-3	1
10	6	-2	8	2
11	-1	1	1	x
12	-21	-2	15	1
13	-3	5	x	x
14	x	-6	-4	-5
15	3	1	1	x
16	5	x	4	-17

Going on with the list:
item	SMILES	PAX8 inh HTS	PGC1a acetyl inh	ERAP1 HTS inh	S100A4 MyoIIA
17	CC(C)(C)OC(=O)C[C@@H]1C/C=C\C[C@@H](CC(=O)N[C@@H](CO)Cc2ccccc2)C(=O)NC[C@@H](c2ccccc2)OC1=O	6	x	x	-1
18	C[C@H]1CN([C@@H](C)CO)C(=O)Cc2cc(N(C)C)ccc2O[C@H]1CN(C)Cc1ccccc1	-34	9	1	2
19	CN1C(=O)c2cc(NC(=O)C3CCCC3)ccc2OC[C@H]2O[C@@H](CC(=O)NCc3ccccc3F)CC[C@H]21	17	x	-3	0
20	C/C(=N\NC(=O)c1ccc(Br)cc1)C1C(=O)c2ccccc2C1=O	x	-3	2	1
21	COc1ccc(-c2cn(CC[C@@H]3CC[C@H](NC(=O)Nc4ccc(F)cc4)[C@@H](CO)O3)nn2)cc1	-8	x	-2	-3
22	CCN(Cc1cnn(C)c1)C(=O)c1ccc(OC2CCN(S(=O)(=O)N(C)C)CC2)cc1	-14	-5	0	-8
23	COC(=O)[C@H]1[C@H](CO)[C@H]2Cn3c(ccc(-c4cccc(OC)c4)c3=O)[C@H]2N1Cc1nccs1	5	x	0	14
24	CN(CC(=O)Nc1ccc(F)c(F)c1F)C(=O)C1CCCO1 (stereo unspecified)	-2	x	-1	-3

item	LGR2 antag	PglD inh	EWS-Fli inh	FN deposition inh
17	12	5	-1	-1
18	-8	1	-14	x
19	-12	x	-7	3
20	-56	1	-16	x
21	0	x	0	-9
22	3	x	3	-4
23	1	7	2	x
24	15	4	-9	-6

(continued)
item	SMILES	PAX8 inh HTS	PGC1a acetyl inh	ERAP1 HTS inh	S100A4 MyoIIA
25	COc1ccc(S(=O)(=O)N2CCC(C(=O)N(C)Cc3ccc(C)o3)CC2)cc1OC	-1	-4	1	16
26	COc1ccc(-c2ocnc2C(=O)Nc2ccc(N3CCOCC3)cc2N2CCOCC2)cc1OC	28	x	0	-6
27	CNC(=O)C[C@H]1CC[C@@H]2[C@H](COc3ccc(NC(=O)c4cnccn4)cc3C(=O)N2C)O1	-27	14	x	x
28	COc1cccc(-c2ccc3c(c2)O[C@H](CN(C)C(=O)C2CCCCC2)[C@H](C)CN([C@H](C)CO)S3(=O)=O)c1	12	7	-3	12
29	O=C(C[C@H]1C=C[C@H](NC(=O)c2ccccn2)[C@@H](CO)O1)NCc1cccc(F)c1	-3	8	-3	-11
30	COc1ccc(Cl)cc1NC(=O)c1cccc(S(=O)(=O)Nc2c(C)n(C)n(-c3ccccc3)c2=O)c1	6	x	1	29
31	COc1ccc2nc(NC(=O)CSc3nc(C)cc(=O)[nH]3)sc2c1	-20	-4	x	x
32	O=C(NCc1ccccc1)C(c1ccco1)N(C(=O)c1cnccn1)c1ccc(F)cc1 (stereo unspecified)	1	-30	x	x

item	LGR2 antag	PglD inh	EWS-Fli inh	FN deposition inh
25	x	1	7	-2
26	-18	-8	3	3
27	13	-1	-6	-8
28	10	0	3	x
29	-13	-3	0	4
30	0	x	7	-5
31	x	2	x	-3
32	x	8	x	-1

Next records:
item	SMILES	PAX8 inh HTS	PGC1a acetyl inh	ERAP1 HTS inh	S100A4 MyoIIA
33	COc1cccc2[nH]c3c(=O)[nH]cnc3c12	20	2	-5	4
34	C=CCC(Nc1ccccc1)c1cccc(OC)c1OC (stereo unspecified)	-9	-4	x	-4
35	COc1cccc(Cn2cc(N)cn2)c1	18	x	1	-2
36	COC(=O)/C=C1/SC(=Nc2ccc(Cl)c(Cl)c2)NC1=O	-9	4	-2	-2
37	C#CCOC(=O)Nc1cccn(Cc2c(Cl)cccc2Cl)c1=O	6	8	x	x
38	C[C@@H]1CN([C@H](C)CO)C(=O)c2cccc(NC(=O)c3ccncc3)c2O[C@@H]1CN(C)C(=O)Nc1ccccc1	-13	3	0	15
39	O=Cc1coc2ccc3ccccc3c2c1=O	15	0	-1	4
40	Cc1ccc(-c2ccc3c(c2)O[C@@H](CN(C)Cc2cncnc2)[C@H](C)CN([C@@H](C)CO)S3(=O)=O)cc1	26	-4	3	-13

item	LGR2 antag	PglD inh	EWS-Fli inh	FN deposition inh
33	-5	-4	4	3
34	1	1	-5	-1
35	1	x	6	x
36	-4	1	2	-3
37	x	6	x	6
38	-5	5	-6	x
39	10	-4	15	-1
40	6	-4	11	x

Going on with the list:
item	SMILES	PAX8 inh HTS	PGC1a acetyl inh	ERAP1 HTS inh	S100A4 MyoIIA
41	O=C1CC(c2ccccc2)CC(O)=C1C=Nc1ccc(Cl)cc1 (stereo unspecified)	2	x	-3	0
42	O=C(N/N=C/c1oc(O)c2ccccc12)c1ccccc1	-8	x	3	2
43	OCCNCCCCOc1ccc(OCc2ccccc2)cc1	47	0	-2	6
44	CO[C@H]1CN(C)C(=O)c2cc(NC(=O)C3CC3)ccc2OC[C@@H](C)N(C(=O)CN2CCOCC2)C[C@@H]1C	-7	9	x	5
45	Cc1ncc(C)c2c([N+](=O)[O-])cccc12	13	-6	2	4
46	COc1cc([C@@H]2c3cc4c(cc3[C@@H](O[C@@H]3O[C@@H]5CO[C@@H](C)O[C@H]5[C@H](O)[C@H]3O)[C@H]3COC(=O)[C@H]23)OCO4)cc(OC)c1O	28	-17	-2	-6
47	COc1cccc(NC(=O)N2[C@H](CO)[C@@H](c3ccccc3)[C@H]2CNCC(C)C)c1	-3	-18	-2	2
48	COc1ccccc1NC(=O)CN1CCC(C(=O)c2ccc(F)cc2)CC1	23	-5	x	x
49	O=C(N/N=C/c1ccc2nccnc2c1)c1ccccc1O	-6	x	-3	2
50	CCCCC[n+]1ccn(-c2nc3ccccc3nc2[N-]S(=O)(=O)c2ccccc2)c1	19	-3	12	-5
51	Cc1ccc(Cn2cc(CN3CC(N4CCN(CCO)CC4)CS3(=O)=O)nn2)cc1 (stereo unspecified)	13	x	x	20

item	LGR2 antag	PglD inh	EWS-Fli inh	FN deposition inh
41	23	x	13	14
42	-19	0	-2	-17
43	-20	-5	-55	3
44	25	0	0	-2
45	-11	2	-4	0
46	25	-1	54*	-3
47	9	-2	33	1
48	x	-2	x	0
49	34	x	-41	-8
50	-5	-7	-6	-1
51	-5	x	1	-3
